# Compound activity: PubChem BioAssay, several laboratories
# GSK3 alpha inh – inhibitors of human GSK-3 alpha kinase. P49840. ADP-Glo luminescence, 60 min. hit rate 0.1% among 320,000. inhibition, % at 10 µM;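 in the data active = inhibition above about 50%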;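 also: GST-tagged GSK-3 alpha with peptide substrate and 25 µM ATP; 0% = DMSO neutral wells and 100% = GW8510 positive control wells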
# Target sequence (P49840 whole entry, looked up): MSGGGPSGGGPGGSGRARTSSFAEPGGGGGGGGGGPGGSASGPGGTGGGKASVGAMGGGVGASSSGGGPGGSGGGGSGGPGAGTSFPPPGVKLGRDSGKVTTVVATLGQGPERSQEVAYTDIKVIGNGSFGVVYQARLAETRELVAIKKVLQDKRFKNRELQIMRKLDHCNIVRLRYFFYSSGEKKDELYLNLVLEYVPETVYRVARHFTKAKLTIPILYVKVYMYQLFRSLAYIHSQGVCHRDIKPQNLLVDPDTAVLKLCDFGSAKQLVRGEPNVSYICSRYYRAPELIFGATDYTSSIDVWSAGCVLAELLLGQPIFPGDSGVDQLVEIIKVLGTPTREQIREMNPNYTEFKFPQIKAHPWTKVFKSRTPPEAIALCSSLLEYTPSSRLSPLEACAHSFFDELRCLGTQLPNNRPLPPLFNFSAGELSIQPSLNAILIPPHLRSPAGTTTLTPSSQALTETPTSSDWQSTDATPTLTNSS
# HSF1 activator – increases HSF-1 driven luciferase reporter signal; NIH3T3-HGL HSF-1 luciferase reporter, MG132, 8 h; 100% = twice DMSO control signal; hit rate 1.7% among 300,000; AID 504408; activation, % at 9 µM;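 active = mean replicate activation of at least 50% with a set share of replicates each reaching 50%; inconclusive = only one of those two conditions met; inactive = mean below 50% and too few replicates reaching it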;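 also: 0% = median of the neutral control wells and 100% = twice that signal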
# HDAC3 inh – inhibitors of human histone deacetylase 3. hit rate 0.15% among 320,000. inhibition, % at 8.3 µM. recombinant HDAC3, fluorogenic peptide/trypsin coupled, fluorescence; in the data active = inhibition above about 26%, passing the limit was not always enough; inconclusive = no clear call, values can overlap the other calls
# Dyrk1A ADPGlo – blocks rat Dyrk1A kinase activity | Q63470 | ADP-Glo luminescence, NFATc1 peptide | inhibition, % at 12.5 µM | hit rate 0.43% among 310,000; in the data active = inhibition above about 50%;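 also: plate controls were vehicle with enzyme for no effect and no enzyme for full effect; many of its hits are not listed in these tables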
# PolyA inhibitor – inhibitors of polyadenylation in S. cerevisiae; AID 1875; S. cerevisiae SKY197-pL101 polyadenylation reporter, beta-gal luminescence; efflux-impaired pdr1/pdr3 knockout yeast; score 100 = 6 SD above DMSO; hit rate 0.02% among 300,000; calls only at 12 µM;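 active = lowest replicate activity score at least 50, where 100 means six control SD above control mean; inconclusive = lowest score under 50 but half or more replicates reach 50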;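 also: yeast exposed to compound for 9 h at 30 °C; higher score means more reporter readthrough which indicates perturbed polyadenylation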
# AI-2 QS mod – Vibrio harveyi AI-2 quorum sensing modulation; Vibrio harveyi JMH597 AI-2 luminescence/OD600 ratio, 9 h; hits give low values; strain lacks LuxN and CqsS sensors; 0 = neutral-control median; activity change, % at 7.5 µM; hit rate 0.4% among 300,000; AID 2094; in the data active = activity change below about -75%, passing the limit was not always enough; inconclusive = no clear call, values can overlap the other calls;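 also: luminescence divided by OD600 gain over 9 h not by final OD600 alone; inactives centre near 13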
# Platelet DG rel – modulates dense granule release in human platelets | hit rate 0.22% among 300,000 | inhibition, %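 (compounds screened at 7.5 µM in platelet-rich plasma)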 | AID 1663 | human platelet-rich plasma, SFLLRN dense granule ATP release, luminescence;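 active = mean replicate score, as percent of positive control, at or above 50; inconclusive = mean below 50 but at least one replicate at or above 50; inactive = mean and every replicate below 50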
# HSP90 refold inh – inhibitors of HSP90 luciferase refolding in rabbit reticulocyte lysate | luciferase refolding luminescence, 3 h | inhibition, % at 5.6 µM | hit rate 0.91% among 290,000 | AID 1789;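 active = inhibition above the screen-wide mean plus 3 SD, computed separately per campaign, cut at about 16% in these data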;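 also: 0% = DMSO wells and 100% = 60 µM geldanamycin wells; inhibitors lower the luminescence because luciferase stays unfolded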
# GSK3beta inhib – blocks human GSK3beta kinase activity | P49841 | GST-GSK3beta kinase, ADP-Glo luminescence, 60 min; hits give low values | activity score (negative = inhibition), % at 10 µM | hit rate 0.038% among 300,000;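 active = more than half of replicate wells score below -50%, meaning over 50% inhibition versus plate controls; inconclusive = some replicates but at most half score below -50%; inactive = no replicate scores below -50%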;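 also: 0% = median DMSO wells and -100% = median GW8510 positive control wells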
# Target sequence (P49841 whole entry, looked up): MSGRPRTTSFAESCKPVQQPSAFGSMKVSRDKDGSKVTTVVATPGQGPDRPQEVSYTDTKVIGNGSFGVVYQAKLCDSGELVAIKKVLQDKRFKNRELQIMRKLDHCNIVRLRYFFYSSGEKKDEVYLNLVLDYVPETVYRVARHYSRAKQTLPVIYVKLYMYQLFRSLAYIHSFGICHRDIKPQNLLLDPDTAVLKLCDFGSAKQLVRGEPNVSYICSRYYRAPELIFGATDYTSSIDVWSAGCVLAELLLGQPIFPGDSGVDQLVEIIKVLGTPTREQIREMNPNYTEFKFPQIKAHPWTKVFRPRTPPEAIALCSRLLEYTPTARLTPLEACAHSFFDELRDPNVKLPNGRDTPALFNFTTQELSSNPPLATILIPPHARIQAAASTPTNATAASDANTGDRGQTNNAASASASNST
#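 Test system: GST-tagged human GSK3beta kinase, cell-free; evaluation: activity score scaled between in-plate DMSO and GW8510 controls; measured by: ADP-Glo luminescence; incubation: 60 min reaction, RT; benchmarks: DMSO and 20 µM GW8510; reagent: peptide substrate plus 25 µM ATP (final); medium: Tris/MgCl2 kinase buffer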
# HSF1 inh – HSF1 inhibition. NIH3T3-HGL HSE-luciferase, MG132-induced, luminescence 8 h; hits give low values. activity change, negative = inhibition, % at 7.5 µM (by protocol). hit rate 0.77% among 300,000. AID 2098;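 active = more than half of replicate wells show activity change below -50%, luminescence cut by over half; inconclusive = some wells, but at most half, below -50%; inactive = no replicate well below -50%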;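 also: luciferase reports HSF-1 transcriptional activity via heat shock element; 0% = median of DMSO wells and -100% = zero luminescence signal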
# Active calls of the source: *; i = inactive; u = inconclusive; x = not tested or not shown. Some of the compounds tested; the hit share may differ from the screen's.
# The opening eleven entries as a preview:
SMILES,GSK3 alpha inh,HSF1 activator,HDAC3 inh,Dyrk1A ADPGlo,PolyA inhibitor,AI-2 QS mod,Platelet DG rel,HSP90 refold inh,GSK3beta inhib,HSF1 inh
CC(=O)C1=C(C)NC(=O)NC1c1cc(Br)ccc1OCC(N)=O (stereo not drawn),-2,-5,9,8,i,26,5,7,1,0
Cc1nc(NC(=O)CN2CC(C)OC(C)C2)sc1C(=O)N(C)C (stereo not drawn),-2,-8,-1,2,i,11,3,4,2,-7
Cn1nnnc1SCC(=O)Nc1c(Cl)cccc1Cl,0,7,9,5,i,17,1,0,-1,-2
CC(C)[C@H](NC(=O)[C@@H]1Cc2ccccc2CN1C(=O)OC(C)(C)C)C(=O)NC1CCCC1,8,11,-2,4,i,-1,-9,6,2,11
O=C1CC(c2ccccc2)=NN1c1ccc([N+](=O)[O-])cc1,-2,17,10,-1,i,80,3,5,-1,15
CC(C)(C)/C=N/NC(=O)C1CC1,-1,11,-3,x,i,30,0,4,1,-6
CC(C)C(C(=O)NCc1ccco1)N(C(=O)CNS(=O)(=O)c1ccc(Cl)cc1)C1CCCC1 (stereo not drawn),3,8,0,5,i,16,0,5,4,4
O=C(Nc1ccccc1Oc1cccnc1)C1CCCN(Cc2ccccc2O)C1 (stereo not drawn),0,6,8,0,i,6,-16,2,-1,-1
Cc1cccc(NC(=O)c2cccnc2Cl)n1,0,3,-1,-6,i,17,14,-1,3,0
Cc1ccc2c(c1)c1ncn(CCC3=CCCCC3)c(=O)c1n2C,-1,33,1,-4,i,13,7,0,-2,10
COc1cccc(/C=C2/SC(=O)N(C)C2=O)c1OCc1ccc(C(=O)O)cc1,2,26,3,-1,i,15,-2,-2,2,7

# The whole of this part (from the top)
SMILES,GSK3 alpha inh,HSF1 activator,HDAC3 inh,Dyrk1A ADPGlo,PolyA inhibitor,AI-2 QS mod,Platelet DG rel,HSP90 refold inh,GSK3beta inhib,HSF1 inh
CC(=O)C1=C(C)NC(=O)NC1c1cc(Br)ccc1OCC(N)=O (stereo not drawn),-2,-5,9,8,i,26,5,7,1,0
Cc1nc(NC(=O)CN2CC(C)OC(C)C2)sc1C(=O)N(C)C (stereo not drawn),-2,-8,-1,2,i,11,3,4,2,-7
Cn1nnnc1SCC(=O)Nc1c(Cl)cccc1Cl,0,7,9,5,i,17,1,0,-1,-2
CC(C)[C@H](NC(=O)[C@@H]1Cc2ccccc2CN1C(=O)OC(C)(C)C)C(=O)NC1CCCC1,8,11,-2,4,i,-1,-9,6,2,11
O=C1CC(c2ccccc2)=NN1c1ccc([N+](=O)[O-])cc1,-2,17,10,-1,i,80,3,5,-1,15
CC(C)(C)/C=N/NC(=O)C1CC1,-1,11,-3,x,i,30,0,4,1,-6
CC(C)C(C(=O)NCc1ccco1)N(C(=O)CNS(=O)(=O)c1ccc(Cl)cc1)C1CCCC1 (stereo not drawn),3,8,0,5,i,16,0,5,4,4
O=C(Nc1ccccc1Oc1cccnc1)C1CCCN(Cc2ccccc2O)C1 (stereo not drawn),0,6,8,0,i,6,-16,2,-1,-1
Cc1cccc(NC(=O)c2cccnc2Cl)n1,0,3,-1,-6,i,17,14,-1,3,0
Cc1ccc2c(c1)c1ncn(CCC3=CCCCC3)c(=O)c1n2C,-1,33,1,-4,i,13,7,0,-2,10
COc1cccc(/C=C2/SC(=O)N(C)C2=O)c1OCc1ccc(C(=O)O)cc1,2,26,3,-1,i,15,-2,-2,2,7
CCc1ccc(OCc2ccc(C(=O)O)o2)cc1,-3,-15,3,0,i,32,-8,96*,2,-8
C/C(=N\NC(=O)c1nnn(-c2nonc2N)c1-c1cccs1)c1ccc(C)cc1,3,7,-3,0,i,5,-6,-3,2,0
CCOc1ccc(CCNC(=O)CN2C(=O)NC3(CCCCC3C)C2=O)cc1OCC (stereo not drawn),x,-3,x,5,i,10,5,x,-1,2
O=C(Cc1coc2ccc3ccccc3c12)N1CCc2ccccc21,-1,-1,1,0,i,28,15,1,-2,14
NC(=O)c1ccccc1N/C=C/C(=O)c1cccs1,22,15,-1,22,i,17,41,4,-1,21
O=C(O)CC/C(=C\c1ccc(N2CCCC2)c([N+](=O)[O-])c1)c1nc2ccccc2s1,-4,-10,6,2,i,98,-2,0,-1,-6
Cc1ccc(O)c(NC(=O)Cc2ccc3ccccc3c2)c1,1,161*,7,3,i,u,0,-1,-7,142
N=c1n(CCN2CCCCC2)c2ccccc2n1CC(=O)c1ccc(Cl)c(Cl)c1,2,22,-5,x,i,-2,0,3,1,8
Cc1ccccc1NS(=O)(=O)c1ccc(NC(=O)N2CCCCC2)cc1,-3,15,-5,5,i,11,-1,-2,-1,5
O=[N+]([O-])c1ccc(Cc2cncc(O)c2)cc1,0,6,-8,-1,i,11,8,-1,2,0
Cc1cc(Cl)c(S(=O)(=O)Nc2cccc(O)c2)cc1OCC(N)=O,0,-10,-4,3,i,11,19,1,-11,-2
Cc1cc(C)nc(-n2nc(C)cc2NC(=O)CNC(C)c2ccccc2)n1 (stereo not drawn),-1,-13,-1,-6,i,27,9,-1,-1,-4
O=C(Oc1c(Cl)cc(Cl)c2cccnc12)c1ccco1,-5,-18,-1,x,i,-88*,-1,4,-2,-23
Cc1cc(NCCCN2CCOCC2)n2c(nc3ccccc32)c1C#N,9,5,-86,8,i,13,12,0,-6,-7
CSC1=NNC(c2ccc(C(C)(C)C)cc2)=NN1,-2,16,-5,-4,i,21,5,0,1,14
CCN(CC)CCOC(=O)CCc1cccc2ccccc12,5,-7,-2,-9,i,4,7,8,1,-2
Cc1ccc(S(=O)(=O)N2CCN(C(=O)c3c(-c4ccccc4)noc3C)CC2)cc1,-2,u,-3,8,i,21,2,2,3,13
CCC1CCCCN1S(=O)(=O)c1ccc(S(=O)(=O)N(Cc2cccs2)C2CC2)cc1 (stereo not drawn),2,36,3,-6,i,14,5,3,-1,14
Cn1c2ccc(F)cc2c2nc3ccccc3nc21,2,0,-2,2,i,3,5,-2,0,2
NN/C(=C\[N+](=O)[O-])Nc1ccc(Cl)cc1,1,21,1,-4,i,18,7,-5,0,6
O=C(/C=C/c1ccc2c(c1)OCO2)c1ccc(F)cc1,-2,26,9,0,i,13,6,-3,-4,9
Cc1cccc(N2CCN(C(=O)Cc3cn(C)c4ccccc34)CC2)c1C,0,-15,0,2,i,19,0,0,-1,-1
O=[N+]([O-])c1cccc(-c2cn3ccccc3n2)c1,1,6,6,2,i,30,-5,2,-1,-2
O=C(N/N=C/c1cn[nH]c1-c1ccc(Cl)cc1)c1ccc([N+](=O)[O-])cc1,x,26,-1,2,i,18,3,2,1,6
CCN(CC)CCn1c(NC(=O)c2ccccc2O)nc2ccccc21,-2,3,-1,5,i,5,-11,0,-1,2
Cc1[nH]c2ccccc2c1/C=N/NC(=O)CCC(=O)NCc1ccccc1,-2,1,4,-2,i,6,0,-1,-5,-10
COC(=O)c1cc(OC)c(OC)cc1NC(=S)N1CCCC(CO)C1 (stereo not drawn),1,-7,-2,-1,i,30,0,2,1,-12
Cc1c(N/N=C(\C#N)C(=O)c2ccccc2)c(=O)n(-c2ccccc2)n1C,x,6,x,4,i,54,-11,-1,1,7
O=C(NCC(=O)N(c1ccc(Cl)cc1)C(C(=O)NC1CCCC1)c1ccncc1)c1ccco1 (stereo not drawn),-3,-5,-5,0,i,19,0,1,1,6
COc1ccc(S(=O)(=O)NNC(N)=S)cc1,-2,-2,2,-4,i,-2,0,3,-7,-3
OCCOCCNc1ncnc2c1c(-c1ccccc1)cn2-c1ccccc1,0,-6,-2,3,i,4,-1,-2,0,-10
Cc1ccc(C(=O)C2CCN(S(=O)(=O)c3ccccc3C(=O)O)CC2)cc1,x,13,x,-5,i,17,-13,1,-1,-2
CCCCn1c(N)c(N2CCOCC2)c(=O)n(CC(=O)NCCc2ccccc2)c1=O,-2,-13,-10,-2,i,5,-6,3,1,-4
CCCNC(=O)Nc1ccccc1C(=O)Nc1ccc(OC)cc1,1,6,6,-3,i,28,7,1,1,-2
COC(=O)N/N=C/c1c(C)cc(C)cc1C,-2,-2,4,-8,i,24,10,5,-1,-2
COc1ccc2c(c1)CCc1cnc(N)nc1-2,11,14,-21,x,i,16,-15,3,-2,7
Cc1ccccc1CNC(=O)Cc1ccccc1[N+](=O)[O-],-1,24,0,-3,i,29,-15,-1,2,8
COc1cccc(N2CCN(c3ccc4nnc(CCC(=O)Nc5ccc(OC)c(OC)c5)n4n3)CC2)c1,-2,10,0,-6,i,14,-1,-5,2,-4
CC(/C=C/c1ccc2c(c1)OCO2)=N/NC(=O)c1cccnc1,0,4,-4,-3,i,30,-4,0,-1,-2
CC(=O)Nc1ccc(NC(=O)c2c(C)c(-c3ccccc3)nc3ccccc23)cc1,-2,10,4,4,i,2,5,x,-1,8
O=C(COC(=O)C1(c2ccccc2F)CCCC1)N1CCN(C(=O)c2ccco2)CC1,0,-9,-5,-2,i,10,-1,-3,2,-3
O=c1c(-c2ccc(Cl)cc2)[n+]([O-])c2ccccc2n1OCc1ccccn1,0,-21,-4,0,i,13,2,-2,-1,-2
O=C(O)CNC(=O)c1ccc(S(=O)(=O)N2CCOCC2)cc1,x,4,0,-3,i,8,4,4,3,0
COc1cccc(CNC(=O)CCn2ccc3cc(S(=O)(=O)N4CCCC4)ccc32)c1,-1,3,9,4,i,16,7,3,4,0
Cc1ccc2oc(C(=O)N3CCCCCC3)c(C)c2c1,3,33,2,0,i,-11,1,0,-8,23
Cc1ccc(-n2nnnc2SCC(=O)c2cc(C)n(CC3CCCO3)c2C)cc1 (stereo not drawn),-4,32,0,2,i,30,-7,x,-1,8
Cc1ccccc1OCC(=O)OCC(=O)Nc1ccc(N2CCOCC2)cc1,-5,-39,5,-2,i,-2,-4,1,1,-27
